High-throughput results: PubChem, several laboratories
sdo1 growth = restores growth of sdo1-depleted yeast; S. cerevisiae sdo1-depleted JHY4D growth rescue, OD600 30 h; active compounds read high; pdr5 snq2 efflux-pump mutant strain; z-score at 10 µM; 140,000 tested, 0.21% active; AID 817;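 active = z-score above 3 at both the 24 hr and the 30 hr optical density reads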;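 note: z-score against mean and SD of all compound wells on the same plate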
INS promoter inh = TRM-6 insulin promoter activity inhibition; TRM-6 cells (human fetal islet line), insulin promoter-eGFP reporter, imaging; reporter expression induced with tamoxifen; inhibition, % at 2 µM; 130,000 tested, 0.9% active; AID 1273;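 active = inhibition above the mean plus 3 SD, with well images judged a real hit on visual review, cut at about 60% in these data, passing the limit was not always enough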
sdo1 growth Rescue 24 h = further read-out of sdo1 growth, marked with its call; z-score; S. cerevisiae sdo1-depleted JHY4D growth rescue, OD600; measured here: growth rescue at 24 h;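 0 is the plate mean of compound wells and units are plate SD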
Numbers without * were called inactive. Only part of the results is shown. The share of hits here may be higher or lower than overall.

A first look:
For CCOC(=O)CN1C(=O)C(Sc2n[nH]c(-c3ccccc3)n2)CCc2ccccc21 (stereo not drawn) the results were sdo1 growth 0.04, INS promoter inh 22 and sdo1 growth Rescue 24 h 0.7.
For Cc1ccc(C)c(NC2=CC(=O)CC(C)(C)C2)c1C#N the results were sdo1 growth 0.31, INS promoter inh -18 and sdo1 growth Rescue 24 h -0.5.
For CCCN(CC(=O)Nc1ccc(OC)c(OC)c1)CC(=O)Nc1ccc(F)c(F)c1F the results were INS promoter inh -25.
CN1C(=O)CC(N2CCN(c3ccc(Cl)c(Cl)c3)CC2)C1=O (stereo not drawn) was read as sdo1 growth -1.1, INS promoter inh 24 and sdo1 growth Rescue 24 h -0.85.
Nc1c(Cl)cc(NC(=O)c2ccccc2C(=O)O)cc1Br was read as sdo1 growth 1.2, INS promoter inh -27 and sdo1 growth Rescue 24 h 0.75.

The list itself, repeating the preview:
For CCOC(=O)CN1C(=O)C(Sc2n[nH]c(-c3ccccc3)n2)CCc2ccccc21 (stereo not drawn) the results were sdo1 growth 0.04, INS promoter inh 22 and sdo1 growth Rescue 24 h 0.7.
For Cc1ccc(C)c(NC2=CC(=O)CC(C)(C)C2)c1C#N the results were sdo1 growth 0.31, INS promoter inh -18 and sdo1 growth Rescue 24 h -0.5.
For CCCN(CC(=O)Nc1ccc(OC)c(OC)c1)CC(=O)Nc1ccc(F)c(F)c1F the results were INS promoter inh -25.
CN1C(=O)CC(N2CCN(c3ccc(Cl)c(Cl)c3)CC2)C1=O (stereo not drawn) was read as sdo1 growth -1.1, INS promoter inh 24 and sdo1 growth Rescue 24 h -0.85.
Nc1c(Cl)cc(NC(=O)c2ccccc2C(=O)O)cc1Br was read as sdo1 growth 1.2, INS promoter inh -27 and sdo1 growth Rescue 24 h 0.75.
For Cc1cccc(C)c1NC(=O)N1CCN(C2CCCCC2)CC1 the results were sdo1 growth -0.36, INS promoter inh 6 and sdo1 growth Rescue 24 h -0.9.
Oc1ccc(N=Nc2n[nH]c(-c3ccccc3)n2)cc1 was read as sdo1 growth 0.65, INS promoter inh 3 and sdo1 growth Rescue 24 h 0.48.
`Cc1ccccc1Oc1ncnc2sccc12` gave sdo1 growth -0.13, INS promoter inh 10 and sdo1 growth Rescue 24 h -0.56.
Screening CC12CCC(C(=O)N(c3ccccn3)c3ccccn3)(OC1=O)C2(C)C (stereo not drawn) returned sdo1 growth 0.1, INS promoter inh 25 and sdo1 growth Rescue 24 h 0.62.
For Cc1cc(N(C)Cc2ccccc2)nc(-c2ccccc2)n1 the results were sdo1 growth 0.06, INS promoter inh 0 and sdo1 growth Rescue 24 h 0.74.
CCn1c(COc2ccccc2C)nnc1SCC(=O)N1CCC(C)CC1 was read as sdo1 growth -0.9, INS promoter inh -3 and sdo1 growth Rescue 24 h -0.49.
Cc1cc(=O)c2ccc3ccccc3c2[nH]1 was read as sdo1 growth 0.83, INS promoter inh -3 and sdo1 growth Rescue 24 h 1.4.
Screening Cc1onc(-c2ccccc2)c1C(=O)Nc1nnc(-c2ccncc2)s1 returned sdo1 growth 1.1, INS promoter inh -4 and sdo1 growth Rescue 24 h 3.2.
`O=C(Nc1cccnc1)c1ccc(F)cc1` gave sdo1 growth -0.29, INS promoter inh 6 and sdo1 growth Rescue 24 h -0.11.
`C=CCNC(=O)NC(=O)CSc1nc2cc([N+](=O)[O-])ccc2n1-c1cccc(C(F)(F)F)c1` gave sdo1 growth 0.22, INS promoter inh 10 and sdo1 growth Rescue 24 h 1.4.
For CCCOC(=O)C1C2C=CC3(CN(c4ccc(Cl)c(F)c4)C(=O)C13)O2 (stereo not drawn) the results were sdo1 growth 0.28, INS promoter inh -210 and sdo1 growth Rescue 24 h -0.32.
`COc1ccc(-n2c(-c3ccccc3)cc3c2CCCC3=O)cc1` gave sdo1 growth -1.2, INS promoter inh 35 and sdo1 growth Rescue 24 h -0.26.
Screening O=C(NCc1ccco1)C(=O)c1cn(CC(=O)N2CCCCC2)c2ccccc12 returned INS promoter inh -62.
Screening COCC(C)NS(=O)(=O)c1ccc(OC)cc1 (stereo not drawn) returned sdo1 growth -0.31 and sdo1 growth Rescue 24 h -0.52.
`Cn1c(=O)c2ncn(CC(=O)NCCOc3ccc(C(C)(C)C)cc3)c2n(C)c1=O` gave sdo1 growth 0.08, INS promoter inh -24 and sdo1 growth Rescue 24 h -0.32.
For O=C(CN1CCN(c2ccc(F)cc2)CC1)N1CCOCC1 the results were sdo1 growth 0.56, INS promoter inh -8 and sdo1 growth Rescue 24 h 0.26.
Screening CSc1ccc(Cl)c(C(=O)OCC(=O)NCc2ccco2)c1 returned sdo1 growth -0.73, INS promoter inh 64 and sdo1 growth Rescue 24 h -0.74.
For CC1=C(C(=O)OC2CCCCCC2)C(c2ccc(C)o2)C2=C(CCCC2=O)N1 (stereo not drawn) the results were sdo1 growth -1.9, INS promoter inh 30 and sdo1 growth Rescue 24 h -1.
Screening COc1cc(OC)c(C2=NOC(C(=O)N3CCCc4ccccc43)C2)cc1Cl (stereo not drawn) returned sdo1 growth -1.4, INS promoter inh 33 and sdo1 growth Rescue 24 h -0.9.
O=C(CSCc1c(Cl)cccc1Cl)NCC1CCCO1 (stereo not drawn) was read as sdo1 growth -0.03, INS promoter inh -49 and sdo1 growth Rescue 24 h -0.93.
Screening Cc1ccc(Cl)c(Nc2ccccc2C(=O)O)c1Cl returned sdo1 growth -0.92, INS promoter inh 18 and sdo1 growth Rescue 24 h -0.44.
`CCOCCCNC(=O)Cn1cc2c(n1)CCCC2` gave sdo1 growth -0.22 and sdo1 growth Rescue 24 h -0.83.
CN(NC(=O)c1ccc(Cl)cc1)c1nc(-c2ccccc2)nnc1C(F)(F)F was read as sdo1 growth -1.6, INS promoter inh -53 and sdo1 growth Rescue 24 h -0.3.
`Cc1nc(SCc2ccc(F)cc2)c([N+](=O)[O-])[nH]1` gave sdo1 growth 0.5, INS promoter inh -9 and sdo1 growth Rescue 24 h -0.3.
`Clc1ccc(CSc2nnc3ccccn23)c(Cl)c1` gave sdo1 growth 0.93 and sdo1 growth Rescue 24 h 0.2.
CCOC(=O)c1sc(NC(=O)CSc2nnnn2-c2ccccc2)nc1C was read as sdo1 growth -1 and sdo1 growth Rescue 24 h -0.89.
Screening CCC(C)(C)c1ccc(Oc2ccc(NC(=O)COC(=O)C3=COCCO3)cc2)cc1 returned sdo1 growth -0.24, INS promoter inh 20 and sdo1 growth Rescue 24 h -0.02.
For COc1ccc(C(=O)c2ccc(Cl)c([N+](=O)[O-])c2)cc1 the results were sdo1 growth -0.09, INS promoter inh -7 and sdo1 growth Rescue 24 h -0.26.
Screening O=C(NCc1cccnc1)c1nnc(Cc2ccc(F)cc2)o1 returned sdo1 growth 1.1 and sdo1 growth Rescue 24 h 1.1.
Cc1cc(C)n(C(=O)CCC(=O)Nc2ccc(C)c(C)c2)n1 was read as sdo1 growth -0.55, INS promoter inh -7 and sdo1 growth Rescue 24 h -1.1.
Screening CC(C)NS(=O)(=O)c1cccc2nsnc12 returned sdo1 growth 0.49, INS promoter inh -6 and sdo1 growth Rescue 24 h 0.15.
`COC(=O)c1cc(Br)ccc1NC(=O)Nc1ccc(C)cc1` gave INS promoter inh -14.
COc1ccccc1/C=C/C(=O)NC(=S)NCC1CCCO1 (stereo not drawn) was read as INS promoter inh -39.
`CC(=O)c1c(C)[nH]c(C(=O)NCc2ccccc2)c1C` gave sdo1 growth 0.77, INS promoter inh -79 and sdo1 growth Rescue 24 h 0.44.
Cc1occc1-c1nnc(SCC(=O)N2CCN(c3ccccc3F)CC2)n1C was read as sdo1 growth 0.27, INS promoter inh -28 and sdo1 growth Rescue 24 h 0.53.
Screening CCc1nnc(NS(=O)(=O)c2ccc(NC(=S)NC(=O)c3cccs3)cc2)s1 returned INS promoter inh -11.
CC1(C)CC(n2c(NCCO)nc3c(c2=O)C2(CCCC2)Cc2ccccc2-3)CCO1 (stereo not drawn) was read as sdo1 growth -1, INS promoter inh 9 and sdo1 growth Rescue 24 h -0.14.
`Cc1cc(C(=O)COc2cc(F)ccc2[N+](=O)[O-])c(C)n1C1CC1` gave INS promoter inh 0.
Screening C=C(C(=O)c1ccccc1)C(c1ccccc1)C(C)C(=O)c1ccccc1 (stereo not drawn) returned sdo1 growth -0.72 and sdo1 growth Rescue 24 h -0.26.
Screening CN(Cc1ccccc1)C(=O)COC(=O)c1ccccc1NS(=O)(=O)c1cccc(N)c1 returned sdo1 growth -0.3, INS promoter inh 14 and sdo1 growth Rescue 24 h -0.94.
Screening COc1cccc(CNc2ncc(Br)cc2Br)c1O returned sdo1 growth -1.6 and sdo1 growth Rescue 24 h -1.1.
Screening COc1cc(/C=N/O)cc(Br)c1OCC(=O)NCc1ccccc1 returned sdo1 growth -1.2, INS promoter inh -23 and sdo1 growth Rescue 24 h -0.51.
`CC1Cc2ccccc2N1C(=O)CSc1nnc(NC(=O)Cc2cccs2)s1` (stereo not drawn) gave sdo1 growth -0.26, INS promoter inh -39 and sdo1 growth Rescue 24 h 0.2.
Screening COc1cccc(C(c2nnnn2C(C)(C)C)N2CCN(C3CCCCC3)CC2)c1OC (stereo not drawn) returned sdo1 growth -0.04, INS promoter inh 21 and sdo1 growth Rescue 24 h -0.35.
For Cc1c(C(C)NC(=O)Nc2ccc(F)cc2F)cnn1C (stereo not drawn) the results were sdo1 growth 0.77, INS promoter inh 0 and sdo1 growth Rescue 24 h 0.66.
For O=C(NC1CCCC1)c1ccc2nc[nH]c2c1 the results were sdo1 growth 0.57, INS promoter inh -3 and sdo1 growth Rescue 24 h 0.77.
`c1ccc2c(c1)nnn1c3ccccc3nc21` gave sdo1 growth -1, INS promoter inh 0 and sdo1 growth Rescue 24 h -0.97.
Screening Cc1cc(=O)[nH]c(SCC(=O)Nc2nc(-c3ccccc3)c(-c3ccccc3)o2)n1 returned sdo1 growth 0.76, INS promoter inh -56 and sdo1 growth Rescue 24 h 0.28.
For CCc1sc(NC(C)=O)nc1-c1ccccc1 the results were INS promoter inh 15.
Screening Oc1ccc(N=Cc2ccc(OCc3ccccc3)cc2)cc1 returned INS promoter inh -41.
For COC(=O)CCCNC(=O)c1ccc2[nH]c(C)c(C)c2c1 the results were INS promoter inh 33.
C=CCn1c(O)c(CN2CCN(Cc3ccccc3)CC2)c(C)c(C#N)c1=O was read as sdo1 growth 0.21, INS promoter inh 29 and sdo1 growth Rescue 24 h -0.61.
`CCC1CCC(C(=O)NNC(=O)OC)CC1` (stereo not drawn) gave sdo1 growth -0.03, INS promoter inh 17 and sdo1 growth Rescue 24 h -0.2.
`COC(=O)C1(C)CCc2cc(OC)ccc2C1=O` (stereo not drawn) gave sdo1 growth 0.21, INS promoter inh 7 and sdo1 growth Rescue 24 h -0.31.
Cn1nnnc1SCC(=O)NCc1cccs1 was read as sdo1 growth -0.11, INS promoter inh -45 and sdo1 growth Rescue 24 h 0.06.

Reprinted at random: 3 records from the list, in no set order.
For Cc1c(C(C)NC(=O)Nc2ccc(F)cc2F)cnn1C (stereo not drawn) the results were sdo1 growth 0.77, INS promoter inh 0 and sdo1 growth Rescue 24 h 0.66.
`Cn1c(=O)c2ncn(CC(=O)NCCOc3ccc(C(C)(C)C)cc3)c2n(C)c1=O` gave sdo1 growth 0.08, INS promoter inh -24 and sdo1 growth Rescue 24 h -0.32.
`Cc1cc(C(=O)COc2cc(F)ccc2[N+](=O)[O-])c(C)n1C1CC1` gave INS promoter inh 0.

Continued:
`CCCC1CCc2c(c3ccccc3[nH]c2=O)O1` (stereo not drawn) gave sdo1 growth -1.3, INS promoter inh -7 and sdo1 growth Rescue 24 h -0.76.
`O=C(NC(C(=O)c1ccccc1)N1CCCCCC1)c1ccco1` (stereo not drawn) gave sdo1 growth 0.78 and sdo1 growth Rescue 24 h 0.83.
`CCOC(=O)c1cccc(NC(=O)/C(=C\c2ccccc2)NC(=O)c2ccccc2Cl)c1` gave sdo1 growth -0.7, INS promoter inh 32 and sdo1 growth Rescue 24 h 0.98.
`CCn1cc(C(=O)NCc2ccco2)c(=O)c2cc(S(=O)(=O)N3CC(C)CC(C)C3)ccc21` (stereo not drawn) gave sdo1 growth -0.35 and sdo1 growth Rescue 24 h 0.05.
Screening N#Cc1cn(CC(=O)N2CCc3ccccc3C2)c2ccccc12 returned sdo1 growth 1.4, INS promoter inh 14 and sdo1 growth Rescue 24 h 2.1.
CCc1nn(-c2ccccc2)c(N)c1C#N was read as sdo1 growth 0.25, INS promoter inh 60* and sdo1 growth Rescue 24 h -0.09.

3 structures from above, ordered by heavy-atom count, ascending:
For COc1ccc(C(=O)c2ccc(Cl)c([N+](=O)[O-])c2)cc1 the results were sdo1 growth -0.09, INS promoter inh -7 and sdo1 growth Rescue 24 h -0.26.
Nc1c(Cl)cc(NC(=O)c2ccccc2C(=O)O)cc1Br was read as sdo1 growth 1.2, INS promoter inh -27 and sdo1 growth Rescue 24 h 0.75.
For Cc1cccc(C)c1NC(=O)N1CCN(C2CCCCC2)CC1 the results were sdo1 growth -0.36, INS promoter inh 6 and sdo1 growth Rescue 24 h -0.9.
